Source: PubChem (National Center for Advancing Translational Sciences (NCATS))
Pin1 inh – human Pin1 inhibition. Q13526. Pin1 FP peptide displacement, HiFluor488, 10 min. Potency, µM (titrated, usually from 115 µM), without a hit: at the highest dose activity, negative = inhibition, actives largely listed as inhibitors. 390,000 compounds, 0.009% hits; active = well fitted inhibition curve with a large enough effect in the polarisation, with a control signal flat, not every such curve was filed as active; inconclusive = small, poorly fitted or top-dose-only effect, or effect the other way, or a change in a side signal; inactive = no such curve, though single readings can be large or run the other way; the % refers to the polarisation; also: potency is read from the fitted curve at half-maximal effect; % is scaled to controls: 0 for no effect and ±100 for the full control effect
Target sequence (Q13526 whole entry, looked up): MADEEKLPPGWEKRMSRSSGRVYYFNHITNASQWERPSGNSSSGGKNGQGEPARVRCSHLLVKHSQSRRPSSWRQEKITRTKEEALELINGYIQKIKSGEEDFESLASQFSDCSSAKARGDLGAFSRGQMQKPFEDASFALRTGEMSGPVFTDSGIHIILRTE
JMJD2A Tudor inh – JMJD2A Tudor domain (human) inhibition; AlphaScreen JMJD2A-Tudor / H3K4me3 peptide binding; Potency, µM (titrated, usually from 114 µM), for the others: top-dose activity change, negative = inhibition, usual class: inhibitors; 390,000 compounds, 4.4% hits; AID 504339; also: potency is read from the fitted curve at half-maximal effect; % is scaled to controls: 0 for no effect and ±100 for the full control effect; nearly all actives have a fitted effect of over 50% in size
HP1b chromo inh – inhibitors of HP1-beta chromodomain binding to methylated histone tails; P83916; AlphaScreen HP1-beta / biotin-H3K9me3 peptide binding; Potency, µM (series often up to 114 µM), for inactives: at the top dose activity change, negative = inhibition, usual class: inhibitors; 390,000 compounds, 0.56% hits; also: potency is read from the fitted curve at half-maximal effect; nearly all actives have a fitted effect of over 70% in size; inactives centre near 23
Target sequence (P83916 whole entry, looked up): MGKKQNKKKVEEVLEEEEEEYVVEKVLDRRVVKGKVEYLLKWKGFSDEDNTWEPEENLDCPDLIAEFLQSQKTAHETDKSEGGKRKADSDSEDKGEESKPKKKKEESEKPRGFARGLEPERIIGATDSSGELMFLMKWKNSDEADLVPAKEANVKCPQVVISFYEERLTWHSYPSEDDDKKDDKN
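AlphaScreen: HP1-beta (50 nM) preformed 30 min with biotin-H3(1-18)K9me3 peptide (50 nM) in PBS pH 7.4, 0.01% Tween-20. Compound added for 30 min at RT, then streptavidin donor/nickel chelate acceptor beads (10 ug/mL) for 30 min.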
ERG Ets-DNA blk – blocks human ERG Ets domain binding to DNA | P11308 | fluorescence polarization, His-ERG Ets domain / labelled DNA | Potency, µM (titrated, usually from 76.9 µM), inactives show at the top dose FP activity, negative = inhibition, most hits filed as inhibitors | 370,000 compounds, 0.028% hits | AID 624246; active = well fitted inhibition curve with a large enough effect in the polarisation, with a control signal flat; inconclusive = small, poorly fitted or top-dose-only effect, or effect the other way, or a change in a side signal; inactive = no such curve, though single readings can be large or run the other way; the % refers to the polarisation;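 also: polarization taken with two DNA probes labelled with fluorescein and Texas red; potency is read from the fitted curve at half-maximal effect; % of control where 0% means no effect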
Target sequence (P11308 whole entry, looked up, the tested form may be a part): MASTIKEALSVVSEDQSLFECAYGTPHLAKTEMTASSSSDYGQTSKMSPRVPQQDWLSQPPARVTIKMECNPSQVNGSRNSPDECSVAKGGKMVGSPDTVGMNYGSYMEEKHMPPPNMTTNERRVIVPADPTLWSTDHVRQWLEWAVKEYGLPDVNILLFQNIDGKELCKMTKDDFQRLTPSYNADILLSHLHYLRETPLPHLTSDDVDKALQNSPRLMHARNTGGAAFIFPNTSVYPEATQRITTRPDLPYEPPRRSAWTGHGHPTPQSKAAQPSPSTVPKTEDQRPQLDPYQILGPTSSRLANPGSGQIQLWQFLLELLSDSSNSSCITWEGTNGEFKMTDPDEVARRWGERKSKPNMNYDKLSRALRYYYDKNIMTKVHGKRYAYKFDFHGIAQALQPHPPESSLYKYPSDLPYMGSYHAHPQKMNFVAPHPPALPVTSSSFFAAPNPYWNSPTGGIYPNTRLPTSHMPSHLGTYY
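His-tagged ERG Ets domain (1 uM in the protein solution; 300mM KCl, 50mM Tris-HCl, 1mM EDTA, 1mM DTT, pH 7.5) received compound, then a probe mix of 5 nM fluorescein-DNA and 100nM Texas-615-DNA. Fluorescence polarization was read for both dyes.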
BAZ2B inh – BAZ2B (human) inhibition. 360,000 compounds, 4.4% hits. Q9UIF8. Potency, µM (series often up to 114 µM), without a hit: at the highest dose activity change, negative = inhibition, most hits filed as inhibitors. AID 504333. AlphaScreen BAZ2B-H3K14Ac peptide displacement; also: potency is read from the fitted curve at half-maximal effect; % is scaled to controls: 0 for no effect and ±100 for the full control effect; nearly all actives have a fitted effect of over 60% in size
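In this displacement format the biotinylated H3(5-23) peptide acetylated at Lys14 serves as ligand at 50 nM, with BAZ2B at 50 nM in PBS pH 7.4 containing 0.01% Tween-20. Donor and acceptor beads are 10 ug/mL final.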
PI4K2A inh – blocks human PI4K2A kinase activity | purified PI4K2A, ADP-Glo luminescence, 1 h; active compounds read low | activity change, negative = inhibition, % at 76.9 µM | 420,000 compounds, 0.13% hits; in the data active = activity change below about -50%; inconclusive = mostly about -30% to -49%;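 also: -100% = wells without enzyme as full effect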
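Compounds are screened against recombinant PI4K2A using PI as substrate and ATP, the latter dispensed at 300 microM. Reactions run one hour at ambient temperature before ADP-Glo detection; full inhibition defined by wells lacking enzyme.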
G9a block – G9a (human) methyltransferase inhibition; G9a H3K9 monomethylation, AlphaScreen, 2 h; AID 504332; Potency, µM (top dose mostly 102 µM), for the others: at the top dose activity, negative = inhibition, usual class: inhibitors; Q96KQ7; 350,000 compounds, 8.8% hits; also: potency is read from the fitted curve at half-maximal effect; % is scaled to controls: 0 for no effect and ±100 for the full control effect; nearly all actives have a fitted effect of over 75% in size
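Chemiluminescent proximity detection of H3K9 monomethylation, read after 10 min bead incubation in the dark. Reaction: 20 nM G9a, 500 nM biotin-H3K9 peptide, 20 uM SAM cofactor, 2 h, room temperature, following 15 min enzyme-compound preincubation.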
GLS inh – glutaminase GLS (human) inhibition | GLS enzymatic activity, qHTS titration | AID 624170 | 410,000 compounds, 0.21% hits | Potency, µM (doses to about 45.5 µM), inactives show top-dose activity change, negative = inhibition, actives largely listed as inhibitors; also: potency is read from the fitted curve at half-maximal effect; % is scaled to controls: 0 for no effect and ±100 for the full control effect
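Compounds were pin-transferred onto hKGA, after which L-glutamine (1 mM solution) and a detection mix of glutamate oxidase, HRP and Amplex Red were added. Initial and 30 min RT fluorescence reads were collected.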
PGK inhibitor – blocks T. brucei phosphoglycerate kinase; P07378; PGK/GAPDH coupled, Kinase-Glo luminescence, 60 min; Potency, µM (doses to about 57.5 µM), without a hit: top-dose activity change, negative = inhibition, usual class: inhibitors; 380,000 compounds, 0.043% hits; AID 602233; also: potency is read from the fitted curve at half-maximal effect; % is scaled to controls: 0 for no effect and ±100 for the full control effect; nearly all actives have a fitted effect of over 60% in size
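Luminescent ATP detection (Kinase-Glo Plus) follows a 60-minute room-temperature incubation, with wells lacking PGK as controls. Buffer: 100 mM TEA (pH 7.6), 5 mM MgCl2, 0.01% Tween-20. Coupling enzyme GAPDH (100 nM final) supplies unstable 1,3-BPG in-well.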
* marks the source's active call; other numbers are inactive results; i = inactive; ? = inconclusive; . = no result given; & = joins results of further samples; [ ] = another dose, or the depositor's remark. Unless noted, calls follow the shape of the dose curve; as a rule, active = well fitted curve in the direction sought with a large enough effect; inconclusive = small, poorly fitted or top-dose-only effect, or another doubt; inactive = no such curve, though single readings can be large; an effect the other way counts as inactive or inconclusive.

SMILES | Pin1 inh | JMJD2A Tudor inh | HP1b chromo inh | ERG Ets-DNA blk | BAZ2B inh | PI4K2A inh | G9a block | GLS inh | PGK inhibitor
Cc1oc2ncn(C)c(=O)c2c1C(=O)N(C)c1ccccc1F | -1% | 0% | 47%[activator] | 6% | 13%[57.1 µM] | -6 | 3%[59 µM] | -4% | -9%
Cc1ccc(-c2csc(N(CCCN(C)C)C(=O)c3ccco3)n2)cc1 | 1% | ? | -11% | -4% | -17% | -22 | -30% | -9% | -1%
COC(=O)c1[nH]c2ccc(Cl)cc2c1NC(=O)C1CC1 | 6% | -6%[57.1 µM] | 10% | -3% | 10% | 10 | 6%[59 µM] | 3% | -4%
O=[N+]([O-])c1cccc(S(=O)(=O)N2CCCCCC2)c1 | 0% | -15% | 13% | -4% | -27% | 3 | -28%[59 µM] | -4% | -8%
COCCNC(=O)C(=O)N/N=C(\C)CC(=O)Nc1cccc(C(F)(F)F)c1 | 1% | -21% | 36% | -1% | -3% | 1 | -5% | 7% | -1%
CCc1nnc(SCCSc2nnc(CC)n2N)n1N | 0% | -16% | 51%[activator] | 1% | -34% | -5 | -27%[59 µM] | 2% | 2%
COc1ccc(C(=O)N/C(=C/c2cccs2)C(=O)NN)cc1OC | -1% | -15% | 20% | -1% | -4% | 1 | . | 0% | -6%
CC(=O)N1CCCc2cc(S(=O)(=O)Nc3ccccc3C)ccc21 | -4% | -25% | 1% | 0% | 0% | -1 | 18% | 0% | -3%
CN(C)c1ccc(C2NC(=O)c3ccccc3N2)cc1 (stereo unspecified) | 5% | -17% | 24% | -10% | -5% | 0 | . | -16% | -2%
COc1cc(OC)cc(-c2cc3nc(C)c(CCC(=O)NCc4ccccc4)c(C)n3n2)c1 | 26% | -11%&-5% | 29%&37% | 1%&-2% | 1%&-15% | -9&2 | -1% | -13%&3% | -1%
C=CCOc1ccccc1CN1CCC(n2nccc2NC(=O)c2ccccc2)CC1 | -1% | -14% | 39%[activator] | -4% | -9% | -2 | -7% | -2% | -8%
COc1cc(C(=O)N/N=C/c2coc3ccc(Cl)cc3c2=O)ccc1O | -1% | -32% | 25% | -3% | -26% | -2 | . | 20% | 0%
CCc1nnc(NC(=O)CN2C(=O)CCC2=O)s1 | 0% | -7%[57.1 µM] | 45%[activator] | 6% | 3% | -1 | 7%[59 µM] | 7% | -9%
COc1ccccc1N(C(=O)Cn1nnc2ccccc21)C(C(=O)NCc1ccco1)c1ccc(C)o1 (stereo unspecified) | -9% | -22% | -13% | -8% | -37% | -4 | 50µM* | 10% | -7%
CCc1nnc(NS(=O)(=O)c2ccc(NC(=O)c3cccc(OC)c3)cc2)s1 | -3% | -12% | 33% | 10% | -10% | 5 | 19%[59 µM] | 8% | 2%
COc1ccc(N2C(=O)CSC2c2ccc([N+](=O)[O-])cc2)cc1 (stereo unspecified) | -5% | -15% | -1% | 7% | -16% | -3 | 11% | -1% | -4%
CCOc1ccccc1C(=O)Nc1c(NC)c2ccccc2oc1=O | ? | 6% | 42%[activator] | -2% | 0% | 3 | 2%[59 µM] | -1% | -8%
Cc1ccc(S(=O)(=O)CCC(=O)c2cccc([N+](=O)[O-])c2)cc1 | -3% | 28µM* | 45µM* | 1% | -28% | 31 | 1.4µM* | -24% | -2%
C=CCn1c(SCc2nc3ccccc3[nH]2)nnc1-c1cccc(OC)c1 | 4% | -15% | 36% | 1% | 0% | 6 | . | 0% | -2%
Cc1ccc(C(=O)NCCc2nnc3ccc(SCC(=O)Nc4ccccc4C)nn23)cc1 | 1% | 3% | 51%[activator] | 13% | 8% | 1 | 20%[59 µM] | -3% | -11%
O=C(O)c1ccc(CSc2ncnc3c2cnn3Cc2ccccc2)cc1 | 27% | -5% | 37% | 29% | -12% | 0 | . | 7% | -4%
O=C(OCC(=O)c1ccc(Cl)cc1Cl)c1cnccn1 | -14% | -8% | 43%[activator] | ? | -5% | 12 | -39% | -14% | i
COc1ccc(CCNC(=O)CCC(=O)N2CC(C)Oc3ccccc32)cc1OC (stereo unspecified) | -3% | -15% | 18% | -2% | -3% | 3 | 18% | 5% | 2%
COc1cc(/C=C/C(=O)NCc2cccnc2)cc(OC)c1OC | -2% | -14% | 24% | 0% | 0% | 11 | 11%[59 µM] | 9% | -4%
CC1CCc2c(sc(NC(=O)COC(=O)c3ccccc3NCc3ccco3)c2C#N)C1 (stereo unspecified) | -2% | -19% | 10% | -13% | -3% | 4 | -19%[12.7 µM] | 13% | i

Carrying on.
SMILES | Pin1 inh | JMJD2A Tudor inh | HP1b chromo inh | ERG Ets-DNA blk | BAZ2B inh | PI4K2A inh | G9a block | GLS inh | PGK inhibitor
O=C(CSc1cccc[n+]1[O-])N1CCCc2ccccc21 | -4% | -10% | 9% | -26% | -16% | 1 | -4% | -6% | 0%
O=C(Nc1ccc2nc(-c3cccs3)c(-c3cccs3)nc2c1)N1CCOCC1 | ? | 5% | 20% | 1% | 9% | -7 | 13%[59 µM] | 5% | -4%
CN(C)c1ccc(N/C=C/C(=O)C(F)(F)F)cc1 | ? | -34% | 1% | 11% | 28µM* | -25 | 7.1µM* | ? | i
Nc1ncn(C23CC4CC(CC(C4)C2)C3)n1 | 4% | 4% | 21% | -10% | -3% | -3 | 16% | 3% | i
COc1ccc(C)cc1S(=O)(=O)N1CCN(S(=O)(=O)c2cc(C)ccc2OC)C(C)C1 (stereo unspecified) | 8% | ? | 1% | -13% | 0% | 2 | -10%[59 µM] | 0% | -6%
Cc1coc2cc3oc(=O)c(Cc4ccccc4)c(C)c3cc12 | -13% | -3% | 13% | 8% | -2% | -5 | 37%[59 µM] | 0% | -2%
Cc1c(C(=O)N/N=C/c2ccccc2)[nH]c2ccc(Cl)cc12 | -2% | -5% | 35% | 11% | -1% | 2 | 43%[59 µM] | 1% | -8%
CSc1ccc(/C=C/c2ccc3cccc(O)c3n2)cc1 | 1% | -9% | 25% | -12% | 3% | -26 | 20% | -1% | -21%
Cn1nc(C(=O)Nc2cccc(C(F)(F)F)c2)c2c1-c1ccccc1S(=O)(=O)C2 | 4% | 1% | 45%[activator] | -2% | 1% | -3 | -5%[59 µM] | 6% | -3%
O=C(CN(C(=O)c1csnn1)c1ccccc1Cl)NC1CCCCC1 | -2% | -7% | 6% | 1% | 5% | -4 | -6% | -2% | -9%
Cc1cc(C)c(C)c(OCCCCn2cnc3ccccc3c2=O)c1 | 4% | 5% | 43%[activator] | 1% | 24% | 2 | 44% | 0% | 3%
CCOC(=O)C1CCN(C(=O)Cn2ncc3c([nH]c4ccc(C)cc43)c2=O)CC1 | -1% | -9% | 14% | -9% | 6%[57.1 µM] | -3 | -8%[59 µM] | -1% | -8%
O=C(OCCCN1CCCCC1)c1ccc(O)cc1 | -2% | -7% | 22% | 0% | -34% | -4 | 3%[12.7 µM] | 10% | 1%
CCC(CO)Oc1cc(NC(=O)c2ccc(F)cc2)c2ncn(C(C)C)c2c1 (stereo unspecified) | -3% | 50µM* | 4% | -1% | -1% | -1 | 7%[0.501 µM] | -18% | 1%
O=C(Nc1ccccc1OC(F)F)c1ccc(S(=O)(=O)N2CCOCC2)cc1 | -1% | -11% | 18% | -1% | 8% | 3 | . | 23% | 13%
Cc1cc(OCc2nn[nH]n2)c2c(C)c(Cc3ccccc3)c(=O)oc2c1 | -3% | 0% | 40%[activator] | 0% | 4% | -5 | 4% | ? | -5%
CC(C)CCOP(=O)(c1ccccc1)c1ccccc1 | -3% | -3% | 37%[activator] | -5% | 7% | 3 | 9%[59 µM] | 12% | -2%
CC(=O)CCc1c(C)nc2ccc(C)cc2c1Cl | 1% | 1%[57.1 µM] | 57%[activator] | 0% | -1% | -12 | 8% | -4% | i
Clc1ccc(CNCc2cccs2)c(Cl)c1 | -3% | 45%[activator] | 146%[activator] | -9% | 44%[activator] | -5 | -8%[59 µM] | -3% | i
CN1C(=O)N(c2ccc(Cl)cc2)C(C)(O)CC1(C)C (stereo unspecified) | 13% | -9% | 19% | 12% | 0% | 5 | 28% | 5% | 4%
CNC(=O)N(O)C1N(NC(=O)Nc2cccc3ccccc23)C(=S)SC1(C)C (stereo unspecified) | ? | -31% | 0% | 2% | -15% | -1 | -14%[59 µM] | 15% | -4%
CCc1nnc(NC(=O)Nc2ccccc2OC)s1 | 0% | -25% | 19% | 2% | -6% | 0 | 5%[2.33 µM] | 0% | -4%
CCn1c(=O)c2sccc2n(Cc2ccccc2)c1=O | 0% | 1% | 53%[activator] | -5% | -35% | -23 | 24% | -10% | 6%
Cc1nc(SCC(=O)NCCN2C(=O)CSC2=O)nc(C)c1C | -14% | -10% | 15% | -5% | . | 1 | . | 11% | 5%
O=S(=O)(c1ccc2[nH]c3c(c2c1)CCCC3)N1CCCCC1 | 11% | 0% | 47%[activator] | 11% | 25µM* | -1 | . | -1% | -4%

Reformatted: results already given
molecule,Pin1 inh,JMJD2A Tudor inh,HP1b chromo inh,ERG Ets-DNA blk,BAZ2B inh,PI4K2A inh,G9a block,GLS inh,PGK inhibitor
CC(=O)CCc1c(C)nc2ccc(C)cc2c1Cl,1%,1%[57.1 µM],57%[activator],0%,-1%,-12,8%,-4%,i
Clc1ccc(CNCc2cccs2)c(Cl)c1,-3%,45%[activator],146%[activator],-9%,44%[activator],-5,-8%[59 µM],-3%,i

Hits appear at their usual frequency. About 11% of those tested had a hit in this group.
